PrPC surface inh = inhibitors of human cell surface prion protein PrPC, primary screen, cell-based, TR-FRET | Major prion protein (Homo sapiens), P04156 | TR-FRET read-out | inhibition, % at 13.8 µM | 370,000 compounds, 0.43% hits | AID 720596, 2013; in the data active = inhibition above about 24%; also: 0% = median of the test wells and 100% = reference compound wells
3CLpro inhibitor = SARS-CoV 3CLpro protease inhibitors, primary screen, biochemical, quenched FRET; Replicase polyprotein 1ab (Severe acute respiratory syndrome coronavirus), P0C6X7; recombinant SARS-CoV 3CLpro, quenched FRET peptide cleavage; inhibition, % at 6 µM; 290,000 compounds, 0.14% hits; in the data active = inhibition above about 12%
DUSP3 inh = VHR1 phosphatase inhibitors, primary screen, biochemical, absorbance, uHTS. 290,000 compounds, 0.52% hits. Dual specificity protein phosphatase 3 (Homo sapiens), P51452. inhibition, % at 13.3 µM. recombinant VHR phosphatase, pNPP absorbance; in the data active = inhibition above about 50%; also: some compounds called inactive have numbers as strong as hits
Target sequence (P51452 whole entry, looked up): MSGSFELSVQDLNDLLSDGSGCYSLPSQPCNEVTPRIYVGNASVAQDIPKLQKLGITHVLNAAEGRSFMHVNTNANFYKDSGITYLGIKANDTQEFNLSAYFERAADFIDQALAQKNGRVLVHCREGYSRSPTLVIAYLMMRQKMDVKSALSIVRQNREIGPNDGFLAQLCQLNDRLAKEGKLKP
PriA SSB inh = inhibitors of Klebsiella pneumoniae PriA binding to SSB C-terminal tail, primary screen, biochemical, AlphaScreen; PriA–SSB C-terminal tail interaction (Klebsiella pneumoniae); AlphaScreen SSBct-PriA binding, biotinylated peptide; inhibition, % at 33 µM; 430,000 compounds, 0.6% hits; in the data active = inhibition mostly above about 37%, no sharp cut-off; inactive = mostly below about 20%;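 also: plate controls were negative control peptide for no effect and reference peptide for full effect; strong numbers were not always called active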
MazF activator = activators of E. coli MazEF toxin-antitoxin RNase, primary screen, biochemical, fluorescence, uHTS | Endoribonuclease toxin MazF (Escherichia coli (strain K12)), P0AE70 | 350,000 compounds, 0.32% hits | AID 504720, 2011 | activation, % at 20 µM | FAM/BHQ RNA-DNA oligo cleavage fluorescence, 5 h; in the data active = activation above about 50%
Target sequence (P0AE70 whole entry, looked up): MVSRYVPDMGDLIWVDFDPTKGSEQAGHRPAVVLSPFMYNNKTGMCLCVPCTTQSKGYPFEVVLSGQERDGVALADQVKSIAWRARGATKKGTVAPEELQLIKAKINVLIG
BoNT A protease = BoNT/A light chain protease inhibitors, primary screen, biochemical, flow cytometry, MLPCN library. Botulinum neurotoxin type A light chain protease (Clostridium botulinum A str. ATCC 3502). multiplex microsphere protease substrate cleavage. inhibition, % at 10 µM. 360,000 compounds, 0.17% hits. AID 588499, 2011; also: plate controls were buffer without enzyme for full effect and enzyme alone for no effect
Anthrax LF inh2 = Bacillus anthracis LF protease inhibitors, primary screen, biochemical, multiplex microsphere, MLPCN library | multiplex microsphere protease cleavage assay | inhibition, % at 10 µM | AID 588501, 2011 | 360,000 compounds, 0.12% hits | Lethal factor (Bacillus anthracis), P15917; also: plate controls were buffer without enzyme for full effect and enzyme alone for no effect
Target sequence (P15917 whole entry, looked up): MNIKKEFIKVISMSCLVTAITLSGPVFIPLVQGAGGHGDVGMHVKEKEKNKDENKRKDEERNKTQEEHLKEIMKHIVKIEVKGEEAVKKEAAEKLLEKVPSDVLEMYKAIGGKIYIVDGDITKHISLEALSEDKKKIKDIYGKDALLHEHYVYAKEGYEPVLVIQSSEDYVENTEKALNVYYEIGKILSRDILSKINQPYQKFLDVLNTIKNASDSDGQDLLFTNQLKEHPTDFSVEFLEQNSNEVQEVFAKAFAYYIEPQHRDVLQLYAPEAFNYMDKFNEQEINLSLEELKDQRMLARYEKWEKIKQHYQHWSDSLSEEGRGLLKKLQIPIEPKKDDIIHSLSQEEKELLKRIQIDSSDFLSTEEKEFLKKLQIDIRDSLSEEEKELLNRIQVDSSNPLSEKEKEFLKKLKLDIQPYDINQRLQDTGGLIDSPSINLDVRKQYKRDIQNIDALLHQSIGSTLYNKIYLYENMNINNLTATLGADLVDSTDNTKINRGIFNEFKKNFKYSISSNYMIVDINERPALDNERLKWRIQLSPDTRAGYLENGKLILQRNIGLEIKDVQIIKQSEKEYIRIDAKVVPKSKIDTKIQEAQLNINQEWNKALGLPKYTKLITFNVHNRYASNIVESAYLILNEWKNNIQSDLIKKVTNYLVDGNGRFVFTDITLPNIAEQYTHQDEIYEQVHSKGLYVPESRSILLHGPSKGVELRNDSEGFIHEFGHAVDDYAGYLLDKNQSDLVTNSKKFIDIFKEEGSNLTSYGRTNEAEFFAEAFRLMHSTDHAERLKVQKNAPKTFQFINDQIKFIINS
Rv3671c protease = Rv3671c serine protease inhibitors, primary screen, biochemical, fluorescence polarization, M. tuberculosis H37Rv; AID 2606, 2010; inhibition, % at 5.96 µM; 320,000 compounds, 0.048% hits; P9WHR9; in the data active = inhibition above about 38%;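 also: extracellular domain of Rv3671c used as enzyme; 0% = enzyme with DMSO and 100% = no enzyme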
BoNT F protease = BoNT/F light chain protease inhibitors, primary screen, biochemical, flow cytometry, MLPCN library | 360,000 compounds, 0.22% hits | Multiplex microsphere protease cleavage assay | AID 588497, 2011 | Botulinum neurotoxin type F light chain protease (Clostridium botulinum) | inhibition, % at 10 µM; in the data active = inhibition above about 35%, passing the limit was not always enough; inconclusive = no clear call, values can overlap the other calls; also: plate controls were buffer without enzyme for full effect and enzyme alone for no effect
CCHFV vOTU inh = CCHFV vOTU protease inhibitors, primary screen, biochemical, Pep-AMC substrate, fluorescence | Crimean-Congo hemorrhagic fever virus L polyprotein viral ovarian tumor (vOTU) protease … | inhibition, % at 11.5 µM | 370,000 compounds, 0.55% hits | AID 651958, 2012; in the data active = inhibition above about 30%; also: 0% = vehicle wells with enzyme and 100% = no enzyme wells
Active calls of the source: *; u = inconclusive; x = not tested or not shown; + = active, no number; & = joins results of further samples. Rule as the data show it, unless noted: active = inhibition above about 30%; inconclusive = no clear call, values can overlap the other calls; inactive = below that. The list is partial; rates above refer to the full screens.

SMILES	PrPC surface inh	3CLpro inhibitor	DUSP3 inh	PriA SSB inh	MazF activator	BoNT A protease	Anthrax LF inh2	Rv3671c protease	BoNT F protease	CCHFV vOTU inh
C/C=C(\C)C(=O)N[C@@H](c1ccccc1)[C@@H](O)C(=O)O[C@H]1C[C@@]2(O)[C@@H](OC(=O)c3ccccc3)C3[C@](C)(C(=O)[C@H](OC(C)=O)C(=C1C)C2(C)C)[C@@H](O)C[C@H]1OC[C@@]31OC(C)=O (some centres not stated)	22	-2	-7	-15	-2	-0.4	12	-3	-5	3
CN1C(=O)/C(=C/c2cn(CC(=O)N3CCCCC3)c3ccccc23)NC1=S	-4	-2	-6	-2	2	1.8	-5	x	-2	0
CCOc1ccccc1C(=O)Nc1ccc(S(=O)(=O)N2CCOCC2)cc1	1	2	16	-12	3	0.5	-5	-11	5	-3
COc1ccc(NC2=CC(=S)NC(C)(C)C2)cc1	-14	-1	32	23	-53	-69	-63	5	-278	22
CCOc1ccc(C(=O)Nc2cccc(-c3ccc(N4CCOCC4)nn3)c2)cc1OCC	-2	x	x	7	-1	1.0	-2	-2	0	8
CCn1c(=O)cc(O)c2ccccc21	-3	2	-27	7	-4	0.7	1	2	7	5
COc1cccc(-c2nc(NCc3ccccc3)c3ccccc3n2)c1O	3	-3	44	3	0	0.2	-2	-9	-1	10
CCOC(=O)c1c(NC(=O)CN2CCN(C(=O)c3ccco3)CC2)sc(C)c1C	11	-2	6	9	2	1.2	1	-4	0	7
CCOc1ccc(S(=O)(=O)N2CCC(C(=O)NCc3ccco3)CC2)cc1	-3	3	9	10	-2	-3.9	4	-4	-10	3
COc1c2c(c(OC)c3c1c(=O)c1ccccc1n3C)OCO2	-7	x	x	-17	7	0.5	2	x	-4	54*
COc1ccc(C(=O)NCC(=O)N2CCc3ccccc3C2)cc1	-11	0	-2	-7	0	-1.2	-5	-1	-6	4
C#Cc1cccc(-n2nnc(C(=O)OC)c2-c2ccccc2)c1	2	-1	26	-9	-3	-2.0	-9	-1	-12	14
Cn1cc(/C=C2\SC(=O)N(c3ccccc3)C2=O)c2ccccc21	-5	-3	12	6	35	-2.1	-10	7	-28	-2
Cc1cc(C)nc(NS(=O)(=O)c2ccc(NC(=O)c3cc(-c4ccccc4)nc4ccccc34)cc2)n1	-4	6	12	18	1	-1.3	0	-21	-10	21
C/C(=N\N1CCN(C2c3ccccc3-c3ccccc32)CC1)c1ccncc1	3	-3	27	x	3	-0.3	-5	2	4	1
Cc1ccccc1N(C(=O)c1snc(C(N)=O)c1N)C(C(=O)NCC1CCCO1)c1ccc(N(C)C)cc1 (configuration not stated)	-5	1	6	11	1	0.2	-1	2	6	4
CC1(C)CC(NC(=O)COc2ccccc2Cl)CC(C)(C)N1	2	0	19	5	-2	0.4	0	11	2	6
CC(C)N(Cc1ccccc1)C(=O)CN1C(=O)NC2(CCCCCC2)C1=O	-4	x	x	-15	2	x	x	-6	x	-8
CCN1CCN(C(=O)c2ccc3c(c2)N(Cc2ccccc2)C(=O)c2ccccc2S3=O)CC1 (configuration not stated)	3	-6	45	1	-4	0.0	0	-2	3	-6
CC(NCC(O)COCc1ccc(Cl)cc1)c1ccccc1 (configuration not stated)	6	4	33	-9	8	-0.4	-2	0	-6	7
CC(Oc1cccc(Cl)c1)C(=O)Nc1cc(=O)n(C)c(=O)n1C (configuration not stated)	5	-2	-11	-16	-2	-1.0	-4	-1	2	-1
Nc1nnc(-c2ccc(Cl)c([N+](=O)[O-])c2)s1	-49	-1	16	0	6	0.0	-7	1	-3	1
COC(=O)CC(=O)O[C@H]1C=C[C@@H](NC(=O)OC(C)(C)C)C1	6	x	x	2	10	-0.3	4	x	-7	-12
Cc1cc2nc3ccc(N(C)C)cc3nc2cc1N	-18	x	x	2	-62	-1.1	13	19	u	10
CCOc1ccc(C(=S)NC2CCCCC2)cc1	3	5	8	-3	-9	u	-4	-14	2	6

Going on with the list:
SMILES	PrPC surface inh	3CLpro inhibitor	DUSP3 inh	PriA SSB inh	MazF activator	BoNT A protease	Anthrax LF inh2	Rv3671c protease	BoNT F protease	CCHFV vOTU inh
S=C(NCC1COc2ccccc2O1)Nc1ccccc1 (configuration not stated)	-4	-2	3	1	-5	0.3	-3	17	-2	3
COc1cc(/C=N/NC(=O)c2ccc(CSc3nc4ccccc4[nH]3)cc2)cc(OC)c1OC	-13	1	8	x	0	0.4	-1	-173	-3	3
CCc1ccc2oc(C(=O)N3CCN(c4ccccc4OC)CC3)cc(=O)c2c1	9	2	24	-8	-1	-2.2	-1	0	7	3
COc1ccc(OC(=O)N(C)C[C@H]2OCc3cn(nn3)CCCC(=O)N([C@H](C)CO)C[C@@H]2C)cc1	-3	x	x	x	2	-0.6	-6	x	-1	-3
Cc1ccc(S(=O)(=O)N2CC(C(=O)O)=CC[C@H]2c2ccc(Cl)cc2)cc1	8	x	x	9	-3	-0.8	-6	-12	2	10
CCOc1cccc(C2NC(=S)NC(C)=C2C(=O)Nc2ccccc2)c1 (configuration not stated)	3	1	-5	7	2	0.5	2	-5	2	3
COc1cc(/C=C\C(=O)NCc2ccc3[nH]c(C)cc3c2)cc(OC)c1OC	-4	1	-4	22	7	2.5	2	4	11	1
Cc1ccc(S(=O)(=O)NN=C2C3CC4CC(C3)CC2C4)cc1	0	x	x	-3	-4	3.1	7	-1	15	-10
O=C(CSc1nnc(-c2ccccc2)c(-c2ccccc2)n1)NCC1CCCO1 (configuration not stated)	-15	x	x	7	-8	-0.5	-3	-4	-4	4
CCCCCCc1c(O)nc(SCCN(C)C)[nH]c1=O	-3	1	13	-6	3	x	x	6	x	-2
NS(=O)(=O)c1ccc(NC(=O)CSc2ccc3ccccc3n2)cc1	36*	3	6	-1&-6	12	-1.1	-1	-2	-2	3
CC(=O)c1cccc(NC(=O)/C(=C\c2ccco2)NC(=O)c2cccs2)c1	-9	-2	19	-6	-12	0.3	4	4	-3	6
Cc1ccc(CSc2ccc(S(=O)(=O)N3CCCCC3)cn2)cc1	34*	x	x	-10	-3	x	x	x	x	-4
CC(C)(C)OC(=O)N1CCC(CC2CC(c3cccc(Br)c3)=NO2)(C(=O)NCC2CCCCC2)CC1 (configuration not stated)	-5	4	25	4	4	x	x	-24	x	11
O=C(O)CCn1c(SCc2cccc3ccccc23)nc2ccccc21	-8	6	-2	-2	-7	0.9	-1	6	8	15
COc1ccc(/C=N/NC(=O)c2cnccn2)cc1O	-9	1	-7	x	-12	0.6	-1	0	-1	27
CN(C(=O)CSc1nnc(-c2ccncc2)n1C)C1CCS(=O)(=O)C1 (configuration not stated)	-2	-3	-2	-14	7	-0.2	-1	-4	4	2
CCOC(=O)c1ccc(NC(=O)N2CCN(C(=O)c3ccco3)CC2)cc1	10	3	27	-10	-3	-0.2	0	-4	-4	-3
COc1ccc(N=C2SC(CC(=O)Nc3ccccc3)C(=O)N2Cc2ccccn2)cc1 (configuration not stated)	-5	3	-2	20	0	-0.7	-6	-4	-11	1
COc1ccc(CNC(=O)C2(C)Cc3ccccc3C(=O)O2)cc1 (configuration not stated)	3	2	3	-4	3	0.2	-1	-4	6	6
COc1ccccc1C#Cc1ccc2c(=O)c3ccccc3n(C)c2c1	-2	2	-3	-6	-13	22	23	4	4	-4
CCOC(=O)c1c(C)n(-c2ccccc2)c2ccc(OCCN(C)C)cc12	5	4	-5	17	21	-1.1	-9	-2	7	13
C[C@]1(O)CCC2C3CC[C@H]4C[C@@H](OC(=O)[C@@H](N)CCCCN)CC[C@]4(C)C3CC[C@@]21C (some centres not stated)	4	x	x	x	21	-0.3	-9	x	-23	1
CCC(=O)NC(=S)Nc1ccc(N2CCOCC2)cc1	3	1	-11	-9	2	0.9	-11	6	-1	6
CCOc1ccc(NC(=O)c2ccc(NC(=O)c3ccc(CN4CCOCC4)cc3)cc2)cc1	4	-4	43	4	-9	0.8	3	-7	4	-8

Next section:
SMILES	PrPC surface inh	3CLpro inhibitor	DUSP3 inh	PriA SSB inh	MazF activator	BoNT A protease	Anthrax LF inh2	Rv3671c protease	BoNT F protease	CCHFV vOTU inh
c1ccc(CCN2CN=C(Nc3nc4ccccc4o3)NC2)cc1	1	-1	32	-2	-12	-0.1	-4	6	-8	-9
CCCCCCCCCCCCCCCCCCNc1ccn(C2OC(COP(=O)(O)OCC3OC(n4cc(F)c(=O)[nH]c4=O)CC3O)C(O)C2O)c(=O)n1 (configuration not stated)	3	x	x	-3	-21	-0.4	2	x	-2	10
COc1ccc(CC(=O)Nc2ccncc2Cl)cc1	11	-2	1	-10	0	0.1	-2	-4	6	-2
COC(=O)c1c(NC(=O)c2c(Cl)cnn2C)sc(C)c1C	-3	1	34	-6	-8	-0.2	1	-16	-2	-2
COc1ccc(NC(=O)CSc2nnc(NC(=O)C3CCC3)s2)cc1	-1	-2	1	-26	11	-0.2	-4	-3	-1	2
N#C/C(N=Nc1ccccc1O)=N\Nc1ccccc1O	-9	x	x	+	4	0.8	-8	-155	-16	23
OCCN(Cc1nc(-c2ccc3c(c2)OCO3)no1)Cc1cccs1	3	2	58*	-5	1	0.7	2	-4	3	-7
Cc1ccc(C(O)c2ncc(-c3ccc(Cl)cc3)[nH]2)c(C)c1 (configuration not stated)	12	x	x	x	x	-0.5	-3	x	-1	-3
Fc1ccccc1-c1cc2cc3c(cc2cn1)OCO3	1	x	x	-15	6	-1.2	4	-6	0	10
O=C(CS(=O)(=O)c1cn(CC(=O)N2CCOCC2)c2ccccc12)NCc1ccccc1	-2	-3	1	-10	1	-1.3	4	-3	5	6
CCOc1ccc(NC(=O)COC(=O)Cn2cnc3ccccc32)cc1	1	x	x	-8	5	1.0	-6	6	-2	8
Cc1ccc(C(=O)CSc2nnc3ccccn23)c(C)c1	1	-1	7	16	9	-0.8	1	4	-7	8
CCOC(=O)Cc1csc(SCC(=O)Nc2cc(C)ccc2OC)n1	8	5	21	-12	5	0.2	-1	2	-3	4
CN(Cc1ccccc1)C(=O)c1ccc(NC(=O)Cc2cccc(NC(=O)C3CCCN(C(=O)C4CCCCC4)C3)c2)cc1 (configuration not stated)	5	x	x	-13	-8	0.2	-1	-32	-6	14
COc1cc(C(=O)NCC(=O)OCn2nnc3ccccc3c2=O)cc(OC)c1OC	3	-3	-11	-4	4	0.8	-4	3	1	-3
CC(C)c1nc(C(=O)N2CCCC(N3CCN(c4cccc(Cl)c4)CC3)C2)cs1 (configuration not stated)	8	1	0	3	3	-0.4	-1	-8	-1	6
COCCN(C(=O)Cc1cccs1)C(C(=O)NCc1ccc(OC)cc1)c1ccc(OC)cc1 (configuration not stated)	8	1	24	5	-6	-0.8	-2	-8	-7	-4

4 records picked at random from the list so far:
SMILES	PrPC surface inh	3CLpro inhibitor	DUSP3 inh	PriA SSB inh	MazF activator	BoNT A protease	Anthrax LF inh2	Rv3671c protease	BoNT F protease	CCHFV vOTU inh
CCOc1ccc(NC(=O)COC(=O)Cn2cnc3ccccc32)cc1	1	x	x	-8	5	1.0	-6	6	-2	8
Fc1ccccc1-c1cc2cc3c(cc2cn1)OCO3	1	x	x	-15	6	-1.2	4	-6	0	10
COc1ccc(/C=N/NC(=O)c2cnccn2)cc1O	-9	1	-7	x	-12	0.6	-1	0	-1	27
Cc1ccccc1N(C(=O)c1snc(C(N)=O)c1N)C(C(=O)NCC1CCCO1)c1ccc(N(C)C)cc1 (configuration not stated)	-5	1	6	11	1	0.2	-1	2	6	4
